# pCIP destab: p/CIP protein destabilization; Q05BA5; F442A p/CIP-EGFP cells, EGFP fluorescence, 16 h; decrease of EGFP signal, % at 10 µM; 290,000 tested, 0.01% active; AID 1984;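 active = EGFP signal decrease of at least 30% at 10 µM or well 3 SD below plate mean, unless failing retest; inactive = the rest, including hits failing retest or dose response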; also: some compounds called inactive have numbers as strong as hits; many of its hits are not listed in these tables
# IDE act: boosts human insulin-degrading enzyme activity in HEK cells | P14735 | FAbeta-B cleavage, fluorescence polarization; 0% vehicle, 100% cell-free pure enzyme wells | activation, % at 5.96 µM | 340,000 tested, 0.073% active | AID 493087;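 active = activation above the mean of all tested compounds plus 3 SD, set per screening campaign, cut at about 17% in these data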
# VIM-2 inh: blocks Pseudomonas aeruginosa VIM-2 metallo-beta-lactamase; purified VIM-2, nitrocefin hydrolysis, epi-absorbance fluorescence; inhibition, % at 5.6 µM; AID 1527; 290,000 tested, 0.89% active;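 active = inhibition above the mean of all tested compounds plus 3 SD, cutoff set per screening run, cut at about 7.5% in these data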;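 also: red hydrolysis product quenches plate fluorescence so inhibitors raise well fluorescence; 0% = enzyme with DMSO and 100% = DMSO without enzyme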
# IMP-1 inh: blocks Pseudomonas aeruginosa IMP-1 metallo-beta-lactamase | AID 1556 | 290,000 tested, 0.45% active | purified IMP-1, nitrocefin hydrolysis, epi-absorbance fluorescence | inhibition, % at 5.6 µM;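 active = inhibition above the mean plus 3 SD of all compounds in the same screening run, cut at about 4.5% in these data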;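 also: 0% = IMP-1 with DMSO and 100% = DMSO wells lacking enzyme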
#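 System: Purified IMP-1 | Read-out basis: Percent enzyme inhibition | Controls: IMP-1 with DMSO as 0%, enzyme-free DMSO as 100% | Replicates: One well per compound | Doses: 5.6 µM nominal single concentration | Detection: Epi-absorbance fluorescence, 480 nm excitation, 530 nm emission | Incubation: 25 °C, 15 min preincubation, 25 min reaction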
# PHOSPHO1 block: PHOSPHO1 (human) inhibition | recombinant PHOSPHO1, absorbance phosphatase assay | inhibition, % at 13.3 µM | Q8TCT1 | 290,000 tested, 1.1% active; in the data active = inhibition above about 60%
# Target sequence (Q8TCT1 whole entry, looked up): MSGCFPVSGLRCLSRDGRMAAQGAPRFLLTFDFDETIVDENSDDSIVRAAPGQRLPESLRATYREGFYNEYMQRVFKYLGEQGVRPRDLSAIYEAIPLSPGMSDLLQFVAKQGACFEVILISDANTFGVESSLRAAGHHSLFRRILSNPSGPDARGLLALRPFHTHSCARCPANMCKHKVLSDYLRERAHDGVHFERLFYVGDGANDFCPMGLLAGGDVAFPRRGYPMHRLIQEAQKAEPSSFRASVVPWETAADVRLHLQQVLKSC
# SUMO HTRF inh: inhibitors of human SUMOylation (UBC9); P63279; HTRF SUMOylation assay, SAE1/SAE2 + UBC9, in vitro; inhibition, % at 35 µM; 290,000 tested, 0.36% active; in the data active = inhibition above about 50%, passing the limit was not always enough; also: strong numbers were not always called active
# Target sequence (P63279 whole entry, looked up): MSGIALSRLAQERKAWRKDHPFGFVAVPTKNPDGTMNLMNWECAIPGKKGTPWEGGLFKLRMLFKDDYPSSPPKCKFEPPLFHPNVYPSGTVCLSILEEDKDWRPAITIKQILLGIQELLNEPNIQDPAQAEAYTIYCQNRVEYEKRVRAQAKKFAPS
# MEKK3 PB1 HTS: MEKK3-MEK5 PB1 interaction, increase or decrease; Q99759; bead-based flow cytometry, Alexa488-MEK5 binding to MEKK3; actives lie on both sides; 0 = blocked by unlabeled MEK5, 100 = vehicle; binding response (% of control), % at 10 µM; 290,000 tested, 1.4% active; AID 1529;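 active = binding response more than 3 SD above or below the average of its plate-row segment, actives on both sides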;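 also: Alexa488 bead fluorescence after subtracting the streptavidin-only scavenger bead signal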
# Target sequence (Q99759 whole entry, looked up): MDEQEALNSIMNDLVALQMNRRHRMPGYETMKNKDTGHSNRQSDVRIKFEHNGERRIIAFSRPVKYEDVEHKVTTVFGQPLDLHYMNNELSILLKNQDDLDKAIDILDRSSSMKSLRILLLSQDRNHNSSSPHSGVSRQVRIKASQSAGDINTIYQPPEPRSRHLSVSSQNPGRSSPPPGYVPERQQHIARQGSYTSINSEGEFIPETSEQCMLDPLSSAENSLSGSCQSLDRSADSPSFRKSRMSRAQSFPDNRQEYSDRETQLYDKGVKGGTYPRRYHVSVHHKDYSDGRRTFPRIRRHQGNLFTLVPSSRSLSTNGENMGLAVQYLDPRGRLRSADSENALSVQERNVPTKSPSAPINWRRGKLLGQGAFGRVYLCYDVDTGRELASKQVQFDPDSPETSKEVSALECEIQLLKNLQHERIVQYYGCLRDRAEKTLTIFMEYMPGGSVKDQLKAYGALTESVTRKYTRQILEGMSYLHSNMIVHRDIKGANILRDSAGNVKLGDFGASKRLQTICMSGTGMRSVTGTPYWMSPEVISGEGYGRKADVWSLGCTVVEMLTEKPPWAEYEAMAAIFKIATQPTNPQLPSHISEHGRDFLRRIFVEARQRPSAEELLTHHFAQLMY
# FID counter: displaces DNA intercalator in HCV helicase counter-screen | DNA fluorescent intercalator displacement, fluorescence | inhibition, % at 7.9 µM | 290,000 tested, 0.17% active | AID 1845; in the data active = inhibition above about 37%;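 also: 0% = vehicle and 100% = reference compound; higher means more ethidium bromide displaced from hairpin DNA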
# HCV NS3 hel inh: blocks Hepatitis C virus NS3 helicase unwinding. NS3 helicase DNA unwinding, Cy5 molecular beacon fluorescence. inhibition, % at 10.9 µM. 290,000 tested, 0.56% active;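 active = inhibition above the mean of all tested compounds plus 3 SD, set per campaign, cut at about 35% in these data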;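 also: 0% = DMSO wells and 100% = thioflavine S control wells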
#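 Material: hepatitis C virus NS3 helicase domain fragment enzyme; measured by: Cy5 fluorescence, 0 and 60 min reads; control set: DMSO and thioflavine S; incubation: 60 min unwinding reaction at 25 °C after ATP addition; read-out basis: % inhibition from 60/0 min fluorescence ratio, DMSO 0%, thioflavine S 100%; repeats: singlicate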
# * hit, by the source's call; . = no result given.
compound	MEKK3 PB1 HTS	HCV NS3 hel inh	PHOSPHO1 block	VIM-2 inh	IMP-1 inh	SUMO HTRF inh	pCIP destab	IDE act	FID counter
O=C(NCC1CCCO1)c1cc2n(n1)C(C(F)(F)F)CC(c1ccc(Br)cc1)N2 (stereo not given)	94	-1	-9	0.5	0.3	23	-10	-1	-36
COC(=O)c1ccc(C(=O)Nc2ccc3nc(-c4ccncc4)[nH]c3c2)cc1	92	5	-2	0.4	3.5	-10	-3	4	-19
COCc1c(Br)c(C)nc(OCC(=O)N/N=C/c2ccco2)c1C#N	97	6	-106	-2.7	-3.4	18	6	6	-16
Cc1c(OCC(=O)NCCCn2ccnc2)ccc2c3c(c(=O)oc12)CCCC3	100	0	15	54*	-3.0	17	0	-3	7
O=C(O)/C=C/C(=O)c1c(-c2ccccc2)[nH]c2ccccc12	104	10	-40	1.7	0.8	10	-3	-2	-2
COc1ccc(NC(=O)c2cccnc2N2CCOCC2)cc1	100	-2	38	-0.6	-3.0	10	-10	-1	2
C=CCn1c(-c2cccn(Cc3ccccc3)c2=O)n[nH]c1=S	105	0	-67	-3.5	-2.7	29	-7	-2	-7
CCOc1ccc(N(CC(=O)NCc2ccccc2)C(=O)CCC(=O)Nc2nccs2)cc1	99	-16	20	-4.8	-4.3	-8	1	1	-57
CC(C)CNC(=O)C(=O)Nc1cc2c3c(c1)C(C)C(=O)N3CCC2 (stereo not given)	96	25	37	-1.4	-1.1	12	-15	5	-38
Cc1ccccc1NC(=S)N1CCN(c2ccccc2C)CC1	102	-4	51	-0.8	0.7	-8	1	1	-4
COCc1c(C(=O)N/N=C/c2ccncc2)nnn1-c1nonc1N	98	-2	37	-7.2	-4.7	9	0	3	-8
CC1(C)Cc2ccccc2-c2nnc(C(F)(F)F)n21	93	1	-9	0.8	-1.1	-8	-13	2	-2
O=C(Nc1ccc(-c2cn3c(n2)SCC3)cc1)c1ccco1	92	3	51	0.7	-0.6	10	0	5	-8
C=CCc1ccccc1OCC(O)CN1CCN(c2ccccc2OC)CC1 (stereo not given)	100	-24	7	-0.5	-3.2	29	3	1	6
c1ccc(-n2nnnc2Sc2ncnc3sc4c(c23)CCCC4)cc1	104	-4	-2	-3.8	-2.6	-10	7	1	1
CCOc1ccccc1NC(=O)CN1CCN(Cc2ccccc2)CC1	101	0	36	-1.0	-3.0	13	-10	1	-4
COc1ccc(CNCc2cn(-c3cccc(F)c3)nc2-c2ccc(C)o2)cc1	101	-15	35	-1.1	-2.2	-8	-2	9	-8
Cc1sc(NC(=O)CSc2nnc(C(C)C)n2C)c(C#N)c1C	106	5	-1	-5.9	-2.9	11	-7	6	-11
COc1ccc(Cn2c(=O)sc3ccccc32)cc1OC	96	6	-2	-5.3	-1.9	0	-12	3	-12
O=C(NNC(=S)NCc1ccco1)c1cccs1	99	17	-23	1.1	-0.4	2	-6	2	0
Cc1ccc(C)c(Cn2c(=O)n(CCC(=O)NCc3ccco3)c(=O)c3sccc32)c1	99	5	34	-0.4	-1.3	7	-4	7	-7
Cc1nn(C)cc1CNC(=O)C1CCC(=O)N(Cc2cccc(C(F)(F)F)c2)C1 (stereo not given)	105	-4	19	-0.8	-2.9	11	-4	3	-17
Cc1cccc(-c2nsc(SCC(=O)N3CCCC3)n2)c1	94	9	-23	-3.0	-2.6	-6	-3	-9	-16
O=C(CCCn1c(=S)[nH]c2cc3c(cc2c1=O)OCO3)NCc1ccco1	101	-13	-151	-2.4	-2.7	0	5	2	10
Cc1c(N2C(=O)CSC2=S)c(=O)n(-c2ccccc2)n1C	105	11	-11	-1.8	-2.9	-9	10	4	-5
CN(C(=S)NC(=O)c1ccccc1)c1c(N)n(Cc2ccccc2)c(=O)[nH]c1=O	104	-2	34	-0.9	-3.6	27	-17	7	-5
Cc1cc(CO)nn1-c1ccc([N+](=O)[O-])cc1	104	-4	29	-2.3	-2.0	12	-7	.	-5
Cc1noc(C)c1C(=O)Nc1c(F)cc(F)cc1Br	82	6	17	-0.6	-1.7	-7	-4	-5	-1
O=S(=O)(c1cccc2nsnc12)N1CCNCC1	99	-5	36	-4.2	-1.2	5	-3	1	-1
O=C(CN1c2ccccc2Sc2ccccc21)N/N=C/c1ccc(Cl)cc1Cl	100	6	22	-2.2	-2.1	0	-2	6	-2

# Reformatted field by field: two of the compounds above.
COc1ccc(NC(=O)c2cccnc2N2CCOCC2)cc1
  MEKK3 PB1 HTS = 100 | HCV NS3 hel inh = -2 | PHOSPHO1 block = 38 | VIM-2 inh = -0.6 | IMP-1 inh = -3.0 | SUMO HTRF inh = 10 | pCIP destab = -10 | IDE act = -1 | FID counter = 2

C=CCn1c(-c2cccn(Cc3ccccc3)c2=O)n[nH]c1=S
  MEKK3 PB1 HTS = 105 | HCV NS3 hel inh = 0 | PHOSPHO1 block = -67 | VIM-2 inh = -3.5 | IMP-1 inh = -2.7 | SUMO HTRF inh = 29 | pCIP destab = -7 | IDE act = -2 | FID counter = -7

# Continued:
compound	MEKK3 PB1 HTS	HCV NS3 hel inh	PHOSPHO1 block	VIM-2 inh	IMP-1 inh	SUMO HTRF inh	pCIP destab	IDE act	FID counter
CC1CCN(c2ccc(NC(=O)Cn3c(=O)oc4ccccc43)cc2)CC1	101	-12	21	0.2	-3.3	17	-3	-4	-19
NC(=O)c1cc(S(=O)(=O)NCc2ccccc2)cs1	101	14	-6	0.6	1.0	9	4	5	2
CC12CC(c3ccccc3O1)N(C(=O)c1ccc(Br)o1)C(=O)N2c1ccccc1 (stereo not given)	100	-7	-15	-0.6	-1.5	0	2	5	-4
O=C(Nc1ccccc1Cl)Oc1ccc(-c2ccccc2)cc1	111	-9	30	-3.0	-3.5	13	-10	4	-2
CCS(=O)(=O)N1CCCC(C(=O)NC2CCC(C)CC2)C1 (stereo not given)	103	1	32	-1.9	0.9	2	-14	9	0
Cc1ccccc1C([O-])=Nc1ccc[n+](-c2nc3ccccc3nc2NS(=O)(=O)c2ccccc2)c1	94	-13	33	-1.4	-2.2	14	-8	.	-35
CCOC(=O)Nc1ccc2c(c1)N(C(=O)CCN1CCN3CCCC3C1)c1ccccc1CC2 (stereo not given)	.	-8	21	-2.4	-4.3	8	8	-3	10
COc1cccc(Cn2c(-c3nonc3N)nc3ccccc32)c1	101	0	-7	-0.1	-1.5	8	-1	3	2
O=C(Nc1cc(Cl)cc(Cl)c1)Nc1cnccn1	100	0	4	-2.1	-3.6	-4	-19	-3	-2
Cc1ccc(F)c(CNC(=O)C2CCC(=O)N(Cc3ccccn3)C2)c1F (stereo not given)	99	12	40	-4.6	-3.9	-1	-1	2	-24
Cc1ccc(C)c(NC(=O)CSc2nnc(-c3ccccc3)n2N)c1	100	11	9	-2.1	-2.8	18	-5	1	-6
O=C(Cc1cccs1)NC(c1ccccc1)c1ccccc1	102	-5	-29	-0.1	-1.9	16	-11	4	-8
CC(C)(C)OC(=O)N1CC(O)CC1C(=O)OCC(=O)c1ccc(-c2ccccc2)cc1 (stereo not given)	99	-19	-23	-0.8	0.0	-16	4	-32	-26
COc1ccc(N2CCN(c3ncccn3)CC2)cc1	103	-4	-4	0.8	-2.3	1	1	7	-3
O=Nc1c(O)[nH]c2ccc(Cl)cc12	92	15	8	-1.6	-3.9	-4	-2	-2	1
O=C(NCc1csc(-c2cccs2)n1)C1CCCCC1	102	-7	6	-1.5	-1.3	17	-2	8	-14
CN(CCNC(=O)c1cc2c(-c3ccccc3F)nn(C)c2s1)C1CCCCC1	108	-66	28	7.2	-1.8	23	-11	3	19
COc1ccc(CCN2CC(C(=O)N3CCSCC3)CCC2=O)cc1 (stereo not given)	97	5	31	1.4	-0.5	-1	-10	0	-24
COc1ccc(C(=O)COC(=O)[C@H](C)Nc2ccc(C(F)(F)F)cc2[N+](=O)[O-])cc1	107	0	14	-2.4	-1.4	5	-11	5	-1
C1CCC2=NCCCN2CC1	95	3	10	-3.4	-2.2	7	-9	2	0
CCn1c(SC)nnc1C1CCN(CC(=O)Nc2ccccc2N2CCOCC2)CC1	104	-2	30	-5.2	-6.0	-2	-1	-1	-45
CCCCNS(=O)(=O)c1ccc2nc(-c3cccnc3)cc(C(=O)NC3CC3)c2c1	79	7	4	0.5	-0.1	24	-5	9	-15
O=C1CCC(=O)N(c2ccccc2)N1	105	-6	23	0.1	0.4	17	-11	-1	1
COc1ccccc1CNC(=O)c1ccoc1C	104	1	15	-4.2	-3.3	-4	-2	7	-1
O=S(=O)(Nc1ccccn1)c1cnc(Cl)c(Br)c1	100	-2	7	-0.5	-4.0	-6	2	6	2
Cc1cc(OC(=O)c2ccccc2C)c([N+](=O)[O-])c(=O)[nH]1	99	5	33	-3.5	-1.4	19	4	1	1
CCOC(=O)c1nnn(-c2nonc2N)c1CN1CCCC1	102	-9	34	-1.1	-2.3	4	6	5	-2
N#Cc1nc(Cc2cccc3ccccc23)oc1N1CCN(c2ccccc2)CC1	100	-6	16	-3.2	-0.1	-3	4	8	-4
Cc1ccccc1Oc1nc2c(c(=O)n(C)c(=O)n2C)n1C	103	-1	.	1.0	-3.8	1	1	-1	-12
CC1=C(C)CS(=O)N(S(=O)(=O)c2ccc(Cl)cc2)C1 (stereo not given)	103	-21	-48	-2.1	-1.6	11	8	-4	-1

# The list goes on.
compound	MEKK3 PB1 HTS	HCV NS3 hel inh	PHOSPHO1 block	VIM-2 inh	IMP-1 inh	SUMO HTRF inh	pCIP destab	IDE act	FID counter
c1coc(-c2nnc3n2C2(CCCC2)Cc2ccccc2-3)c1	95	2	14	-4.7	-5.0	1	2	7	-9
O=C(NCCN1CCOCC1)C1CCN(Cc2ccccc2O)CC1	98	-2	-4	-2.7	-2.9	11	-6	-1	-3
Cn1cnnc1SCC(=O)Nc1nc(-c2ccc(F)cc2)cs1	92	-10	-11	1.7	0.8	2	2	3	-9
CCOC(=O)C1CCN(C(=O)CCCN2C(=O)c3ccccc3C2=O)CC1	104	6	7	-1.4	-3.1	-4	-1	5	-21
CCC(=O)Oc1c(C(=O)CC)cc2c(C)cc(=O)oc2c1C	102	1	12	-0.4	-2.9	10	-2	4	-3
Cc1cccc(C(=O)N/N=C2/SCC(=O)N2Cc2ccccc2)c1	101	-1	45	-3.5	-1.4	18	0	9	2
CCOC(=O)c1cnc(-c2ccccc2)nc1Oc1ccccc1	94	-9	4	-1.4	-4.3	2	-2	2	-4
CC1=CC(C)C(/C=N/N=C(N)N)C(C)C1 (stereo not given)	97	-10	13	0.2	-0.2	-1	13	8	6
CSc1ccccc1C(=O)NC1CCCc2ccccc21 (stereo not given)	105	-3	20	0.6	-3.3	7	-18	3	-16
COc1ccccc1Nc1nc(N)nc(CN2CCN(c3ccccc3)CC2)n1	101	-6	29	-2.1	-1.2	0	-2	0	-11
Cc1ccc(-n2nc3c(SCCN4CCOCC4)nnc(C)c3c2C)cc1	123	-5	-2	-2.2	-2.6	1	-12	3	-10
COc1ccc(/C=C/C(=O)NC2=NCCS2)cc1OC	97	-2	-8	-1.5	-2.1	30	4	6	2
CC1CCN(S(=O)(=O)c2ccc(NC(=O)c3ccncc3)cc2)CC1	106	1	23	-2.1	-0.4	21	-25	1	-26

# These rows are one share of the data; the hit share may differ from the screen's.
